# Screening data (PubChem BioAssay)
# NTR1 ag – NTR1-driven beta-arrestin-GFP spot formation – imaging, U2OS cells, high content, primary screen (AID 493036); activation, % at 20 µM; 330,000 compounds, 0.17% hits; agonist mode;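 active means activation at or above 40% of the spot to cytoplasm intensity ratio, with at least 20 cells analyzed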;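 further: 0% = DMSO without peptide and 100% = 100 nM NTR1 peptide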
# Target sequence (P30989 whole entry, looked up): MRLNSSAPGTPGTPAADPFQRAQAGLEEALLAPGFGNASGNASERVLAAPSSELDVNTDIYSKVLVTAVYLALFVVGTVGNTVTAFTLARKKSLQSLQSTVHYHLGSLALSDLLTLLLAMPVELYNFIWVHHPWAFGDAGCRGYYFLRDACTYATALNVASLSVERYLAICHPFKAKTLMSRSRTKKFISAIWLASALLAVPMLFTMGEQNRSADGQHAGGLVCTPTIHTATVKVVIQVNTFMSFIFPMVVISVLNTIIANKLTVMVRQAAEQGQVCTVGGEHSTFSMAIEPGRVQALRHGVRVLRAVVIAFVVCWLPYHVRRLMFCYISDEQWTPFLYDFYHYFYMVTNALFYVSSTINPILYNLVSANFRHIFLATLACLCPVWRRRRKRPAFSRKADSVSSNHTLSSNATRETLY
# NS5 inhibitors – flavivirus cap methylation enzyme inhibition – biochemical, confirmation dose response, primary screen (AID 588689) | 340,000 compounds, 0.3% hits | Dengue-2 NS5 methyltransferase capping enzyme assay, biochemical; higher % means a stronger effect | inhibition, % at 25 µM, or IC50 in µM where a hit was titrated; in the data active means a potency from the dose series
# UTI89 phage lysis – inhibition of K1F phage lysis, E. coli UTI89, bacterial capsule biogenesis inhibitors, alamar blue (AID 488966); one-dose inhibition, % at 100 µM; IC50 in µM for titrated hits; 340,000 compounds, 0.02% hits; E. coli UTI89 K1F phage lysis, alamar blue, 2 h; higher % means a stronger effect;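 active means phage lysis inhibition, versus mean bacterial control, above a set limit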;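 further: capsule biogenesis inhibitors block K1F phage lysis so surviving cells raise fluorescence; higher fluorescence means more inhibition of phage lysis; actives were called in the ten point dose series up to 300 µM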
# NTR1 ag cell count 20 µM – recorded beside NTR1 ag, whose call it bears; cell count; measured here: cell count, cytotoxicity flag
# NS5 inhibitors pilot replicate – second read-out of NS5 inhibitors, no call of its own (marks repeat the call); inhibition, %; measured here: pilot screen replicate inhibition
# * hit, by the source's call; [ ] = dose if it differs, or a comment.
SMILES,NTR1 ag,NTR1 ag cell count 20 µM,NS5 inhibitors,UTI89 phage lysis,others
O=C(OCC(=O)N1CCc2ccccc2C1)c1c(F)cccc1Cl,0.9,64,-3.3%,-0.1%[50 µM],
Cc1nc2c(C)cccn2c(=O)c1NC(=O)c1ccco1,1.4,63,3.7%,0.9%[50 µM],
Nc1cc(=O)[nH]c(SCC(=O)Nc2cc(S(=O)(=O)N3CCCCCC3)ccc2Cl)n1,3.1,63,8.1%,-0.8%,
COc1ccc(CCC(=O)N/N=C/c2ccc3c(c2)OCO3)cc1,1.0,51,-5.4%,-0.4%,
Cc1ccsc1CN(C)C(=O)C(NC(=O)c1cccc(S(=O)(=O)N2CCOCC2)c1)C(C)C (configuration not stated),-1.3,88,-3.8%,0.2%[50 µM],
CN1CCC(N(C)S(=O)(=O)c2ccc(NC(=O)COc3ccc(F)cc3)cc2)CC1,-1.0,54,-2.2%,-1.4%,
Cn1c(SCC(=O)NCCc2ccccc2)ncc(C(=O)Nc2ccccc2)c1=O,1.5,72,-1.4%,0.5%[50 µM],
COc1ccc(OC)c(CN2CCN(C(=O)c3cccc(S(=O)(=O)Nc4ccc(C)cc4)c3)CC2)c1,2.4,46,-7.2%,-0.1%[50 µM],
COc1ccc(CN(C)C(=O)c2ccccc2OCc2c(C)noc2C)cc1OC,-0.2,96,3.1%,0.6%[50 µM],
Cc1ccc2c(c1)C(=O)C(=O)N2Cc1ccc(Cl)cc1,1.8,60,-1.6%,4.3%,
CC(=O)Nc1cccc(C(=O)Nc2cccc(S(=O)(=O)NCc3ccco3)c2)c1,-1.2,68,-2.2%,0.9%[50 µM],
CC1CCCC(C)N1C(=O)COC(=O)COc1ccc(C#N)cc1 (configuration not stated),-0.2,62,-14.6%,0.5%[50 µM],
C=CCn1c(C)nnc1SCC(=O)Nc1oc(C)c2c(C)n[nH]c(=O)c12,-0.7,55,-9.4%,0.5%[50 µM],
Cc1ccc(C(=O)OCC(=O)NC2CC2)cc1S(=O)(=O)N1CCOCC1,2.6,50,-2.2%,0.5%[50 µM],
Cc1noc(C)c1C(=O)OC(C)C(=O)NC(C)c1ccc(Cl)cc1Cl (configuration not stated),-3.5,41,-10.3%,0.1%[50 µM],
CCN(C[C@H]1N[C@@](Cc2ccccc2)(C(=O)OC)[C@H]2C(=O)N(C)C(=O)[C@@H]12)C(C)=O,-2.7,60,-2.3%,0.0%,NS5 inhibitors pilot replicate=-8.2
O=C(CCNC(=O)c1ccccc1Cl)NNC(=O)c1ccccc1O,0.4,55,2.2%,2.0%[50 µM],
CCOc1ccc(NC(=O)Cn2nc(C(N)=O)c3ccccc3c2=O)cc1S(=O)(=O)N1CCCC1,3.4,90,-2.2%,-0.1%[50 µM],
CC(Sc1nnc(Cc2ccccc2)o1)C(=O)NC1(C#N)CCCCC1 (configuration not stated),-1.0,63,0.7%,1.0%[50 µM],
O=C(CCNS(=O)(=O)c1ccccc1F)N1CCN(S(=O)(=O)c2cccc(F)c2)CC1,0.4,59,-2.2%,0.8%[50 µM],
O=C(Nc1ccc(Br)cn1)c1ccc2nccnc2c1,3.0,45,1.4%,0.3%,
COC(=O)[C@]1(C)N[C@H](CN(C)C(=O)c2ccc(C(C)(C)C)cc2)[C@@H]2C(=O)N(C)C(=O)[C@@H]21,-1.0,51,-4.3%,-0.1%,NS5 inhibitors pilot replicate=-1.8
CC(NC(=O)COC(=O)CN1C(=O)C2CCCCC2C1=O)c1ccccc1 (configuration not stated),0.3,57,6.2%,-3.1%,
CCN(Cc1ccccc1)C(=O)COC(=O)Cc1c[nH]c2ccccc12,-0.3,52,0.7%,0.9%[50 µM],
COc1ccc(NC(=O)CSc2nc(=O)n(CCN3CCOCC3)c3c2CCC3)cc1,0.3,55,-1.5%,1.9%[50 µM],
# Further records.
SMILES,NTR1 ag,NTR1 ag cell count 20 µM,NS5 inhibitors,UTI89 phage lysis,others
Cc1cc(C(=O)OCC(=O)NCc2cccs2)ccc1[N+](=O)[O-],0.9,62,0.4%,0.1%,
COCCn1cnnc1SCC(=O)Nc1cccc(S(=O)(=O)N2CCCCC2)c1,-1.8,56,-2.3%,0.2%[50 µM],
CC(OC(=O)c1ccccn1)C(=O)Nc1ccc(C(F)(F)F)cc1 (configuration not stated),0.1,71,-6.1%,1.1%[50 µM],
C[C@H](CO)N1C[C@H](C)[C@@H](CN(C)S(=O)(=O)c2cccs2)Oc2ccc(NC(=O)NC3CCCCC3)cc2C1=O,-0.5,67,-3.1%,-0.4%,
Cc1ccc(C(C)C)c(OCC(=O)NNC(=O)CC2OC(=O)c3ccccc32)c1 (configuration not stated),-0.5,62,-2.9%,1.2%[50 µM],
CCOC(=O)CC[C@H](NC(=O)Cn1cnc(C(=O)Nc2ccc(C)c(C)c2)n1)C(=O)OCC,1.9,50,-1.3%,0.0%,NS5 inhibitors pilot replicate=3.4
COc1ccc(C(=O)N/C(=C\c2ccccc2)C(=O)Nc2ccccc2C(=O)O)cc1,-0.7,45,-3.9%,10.6%,
O=C(c1ccc2c(c1)OCCO2)N1CCN(c2ncc(C(F)(F)F)cc2Cl)CC1,0.9,41,-9.4%,1.1%[50 µM],
COc1ccc(CC(=O)Oc2ccc(C(C)(C)C)cc2)cc1S(=O)(=O)N1CCOCC1,1.6,52,-7.4%,-0.3%[50 µM],
CCOc1ccc(Cl)cc1Nc1nc(NCCO)nc(N2CCCC2)n1,12.1,59,-6.3%,-0.4%,
Cc1ccc(S(=O)(=O)NCC(=O)OC(C)C(=O)NC(=O)NC2CCCCC2)cc1C (configuration not stated),6.1,49,7.0%,0.3%[50 µM],
Cc1ccccc1-n1nnnc1SCC(=O)NC1CC1,1.1,53,8.1%,1.6%,
CC(=O)c1ccc(OCC(=O)N(C2CCCCC2)C2CCS(=O)(=O)C2)cc1 (configuration not stated),0.2,61,-5.8%,1.3%[50 µM],
O=C(COC(=O)CSc1ccc(F)cc1)NNC(=O)c1ccc([N+](=O)[O-])cc1,-0.5,60,-2.9%,1.7%[50 µM],
COc1ccc(OC)c(-c2nnc3n2N=C(c2ccc(OC)c(OCC4CC4)c2)CS3)c1,5.7,69,-15.2%,0.3%,

# A draw from above in order of length of the SMILES, smallest number first:
SMILES,NTR1 ag,NTR1 ag cell count 20 µM,NS5 inhibitors,UTI89 phage lysis,others
Cc1ccccc1-n1nnnc1SCC(=O)NC1CC1,1.1,53,8.1%,1.6%,
O=C(Nc1ccc(Br)cn1)c1ccc2nccnc2c1,3.0,45,1.4%,0.3%,
CCOc1ccc(Cl)cc1Nc1nc(NCCO)nc(N2CCCC2)n1,12.1,59,-6.3%,-0.4%,
CC(OC(=O)c1ccccn1)C(=O)Nc1ccc(C(F)(F)F)cc1 (configuration not stated),0.1,71,-6.1%,1.1%[50 µM],
CCN(Cc1ccccc1)C(=O)COC(=O)Cc1c[nH]c2ccccc12,-0.3,52,0.7%,0.9%[50 µM],
Cc1cc(C(=O)OCC(=O)NCc2cccs2)ccc1[N+](=O)[O-],0.9,62,0.4%,0.1%,
CC(NC(=O)COC(=O)CN1C(=O)C2CCCCC2C1=O)c1ccccc1 (configuration not stated),0.3,57,6.2%,-3.1%,
COCCn1cnnc1SCC(=O)Nc1cccc(S(=O)(=O)N2CCCCC2)c1,-1.8,56,-2.3%,0.2%[50 µM],
CC(=O)c1ccc(OCC(=O)N(C2CCCCC2)C2CCS(=O)(=O)C2)cc1 (configuration not stated),0.2,61,-5.8%,1.3%[50 µM],
Cc1ccc(C(C)C)c(OCC(=O)NNC(=O)CC2OC(=O)c3ccccc32)c1 (configuration not stated),-0.5,62,-2.9%,1.2%[50 µM],
O=C(c1ccc2c(c1)OCCO2)N1CCN(c2ncc(C(F)(F)F)cc2Cl)CC1,0.9,41,-9.4%,1.1%[50 µM],
Cc1ccc(S(=O)(=O)NCC(=O)OC(C)C(=O)NC(=O)NC2CCCCC2)cc1C (configuration not stated),6.1,49,7.0%,0.3%[50 µM],
O=C(COC(=O)CSc1ccc(F)cc1)NNC(=O)c1ccc([N+](=O)[O-])cc1,-0.5,60,-2.9%,1.7%[50 µM],
O=C(CCNS(=O)(=O)c1ccccc1F)N1CCN(S(=O)(=O)c2cccc(F)c2)CC1,0.4,59,-2.2%,0.8%[50 µM],
CCOC(=O)CC[C@H](NC(=O)Cn1cnc(C(=O)Nc2ccc(C)c(C)c2)n1)C(=O)OCC,1.9,50,-1.3%,0.0%,NS5 inhibitors pilot replicate=3.4
C[C@H](CO)N1C[C@H](C)[C@@H](CN(C)S(=O)(=O)c2cccs2)Oc2ccc(NC(=O)NC3CCCCC3)cc2C1=O,-0.5,67,-3.1%,-0.4%,

# Only part of the results is shown, so the mix of outcomes need not match the whole.
